AID2073: disruptors of CaV2.2 binding to Mint1 – biochemical, HTRF (AID 2073); HTRF protein-protein interaction, Mint1-CaV2.2; higher % means a stronger effect; inhibition, % at 20 µM; hits with a dose series show IC50 in µM; actives 0.19% (n = 290,000); in the data active = inhibition mostly above about 51%, no sharp cut-off; inconclusive = no clear call, values can overlap the other calls; inactive = mostly below about 53%; note: some results filed as inactive read as strong as hits
M17LAP inhibition: P. falciparum M17LAP inhibitors, primary screen, biochemical, fluorogenic H-Leu-NHMec substrate, 1536-well (AID 1619). recombinant M17LAP, H-Leu-NHMec fluorogenic kinetic assay; higher % means a stronger effect. inhibition, % at 30 µM, or IC50 in µM where a hit was titrated. actives 0.38% (n = 220,000);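 active = compound inhibiting the enzyme by more than half at any dose during confirmatory dose-response retesting; inconclusive = strong single-dose inhibitors picked by rank but not retested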;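 note: plate controls were full reaction with DMSO carrier for no effect and no enzyme background for full effect; strong numbers were not always called active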
LYP inhibition: PTPN22 lymphoid phosphatase activity blockers – biochemical, fluorescence intensity, uHTS (AID 1779). recombinant LYP phosphatase, fluorescence intensity; higher % means a stronger effect. one-dose inhibition, % at 11.5 µM; IC50 in µM for titrated hits. actives 0.054% (n = 290,000);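 note: plate controls were vehicle with enzyme for no effect and no enzyme for full effect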
SIAH1 antagonists: Siah-1 peptide-binding antagonists, primary screen, biochemical, fluorescence polarization, rhodamine-plectin, uHTS (AID 1817). Siah-1 / rhodamine-plectin peptide fluorescence polarization; higher % means a stronger effect. displacement, % at 20 µM, or IC50 in µM where a hit was titrated. actives 0.02% (n = 290,000);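 active = displacement of at least 50% at 20 µM, with a fluorescence ratio check between 0.3 and a set limit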;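 note: plate controls were Siah plus tracer with DMSO for no effect and tracer alone without Siah for full effect; strong numbers were not always called active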
CSM14.1 death rescue: rescue of cells from ER stress-induced death, primary screen, 384-well, CSM14.1, thapsigargin, ATP luminescence (AID 1222) | 190,000 tested, under 10 active | cellular ATP content (survival), % at 20 µM, or EC50 in µM where a hit was titrated | CSM14.1 thapsigargin-induced death rescue, ATP luminescence; higher % means a stronger effect;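 active = EC50 below 50 µM in the dose-response confirmation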;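 note: death triggered by thapsigargin at about 15 µM added after 2 h compound pretreatment; cell ATP read after overnight thapsigargin exposure of roughly 18 to 22 hours; normalized against plate controls of thapsigargin alone and 5% DMSO vehicle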
HEK293 NOD2/NF-kB: inhibition of NOD2-driven NF-kB reporter – cell-based, luminescence, uHTS, HEK293 (AID 1566) | HEK293 NOD2/NF-kB luciferase reporter, luminescence; higher % means a stronger effect | inhibition, % at 4 µM; hits with a dose series show EC50 in µM | actives 0.63% (n = 290,000); note: many of its hits are not listed in these tables
Lipid droplet: hepatic lipid droplet formation modulation. AML12 mouse hepatocytes, oleate lipid droplets, BODIPY imaging. inhibition, % at 6.5 µM. actives 0.4% (n = 240,000). AID 1656;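 active = lipid droplet intensity inhibited by at least 50%, with more than 500 cells counted; inconclusive = wells with under 300 cells, treated as cytotoxic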
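Assay system: AML12 hepatocytes (mouse) / Also added: 100 µM oleic acid challenge / Times: overnight treatment with compound plus oleate / Detection: high-content imaging of BODIPY-stained droplets and DAPI nuclei / Evaluation: % inhibition of lipid droplet signal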
M1AAP inhibition: P. falciparum M1AAP inhibitors, biochemical, fluorogenic H-Leu-NHMec substrate, 1536-well (AID 1445); one-dose inhibition, % at 30 µM; IC50 in µM for titrated hits; actives 0.42% (n = 220,000); recombinant M1AAP, H-Leu-NHMec fluorogenic kinetic assay; higher % means a stronger effect;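 active = primary inhibition above the hit cutoff, then over 50% inhibition at one or more dose response concentrations, cut at about 23% in these data, passing the limit was not always enough; inconclusive = conflicting primary data, or primary hits not chosen for dose response; inactive = low primary inhibition, or under 50% at every dose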;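 note: plate controls were DMSO full reaction for no effect and no enzyme background for full effect; strong numbers were not always called active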
XIAP antagonists: XIAP antagonists, biochemical, IAP family, fluorescence polarization (AID 1018); XIAP BIR domain, fluorescence polarization peptide displacement; higher % means a stronger effect; one-dose displacement, % at 20 µM; IC50 in µM for titrated hits; actives 0.007% (n = 200,000); in the data active = displacement above about 50%; note: a part of the inactive calls stands beside numbers as strong as those of hits
Lipid droplet cells 6.5 µM: further read-out of Lipid droplet, marked with its call; cell count; measured here: cell count, cytotoxicity flag;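 cells counted across two imaged fields per well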
Starred values were filed as active, the others as inactive; ? = inconclusive; nt = not tested or not shown. Cut-off read from the data, not from the text of the source, unless noted: active = inhibition above about 50%; inactive = the rest. This is a subset, so the mix of outcomes need not match the whole.

SMILES	AID2073	M17LAP inhibition	LYP inhibition	SIAH1 antagonists	CSM14.1 death rescue	HEK293 NOD2/NF-kB	Lipid droplet	Lipid droplet cells 6.5 µM	M1AAP inhibition	XIAP antagonists
CCNc1nc(Oc2ccc(=O)[nH]n2)nc(SC)n1	3%	6%	0%	-1%	-1.6%	7%	2	679	8%	-7.4%
CC(=O)C1C(c2ccc(F)cc2)NC(=O)NC1(O)C(F)(F)F (stereo not drawn)	-4%	2%	-7%	1%	0.2%	6%	nt	nt	-2%	-0.4%
O=C(Nc1ccccc1)Nc1nc(-c2ccc(F)c(F)c2)cs1	5%	nt	-1%	-3%	nt	14%	nt	nt	nt	nt
CCn1nc(C)c(NC(=O)/C=C/c2cnn(C)c2)c1C	4%	-7%	-4%	3%	-0.9%	-2%	nt	nt	-1%	-2.1%
Cc1cc(=O)n2nc(N3CCC(C(=O)N4CCN(C)CC4)CC3)sc2n1	6%	9%	-4%	3%	-4.3%	0%	-5	721	0%	2.9%
COc1ccc(C(=O)Nc2sc(C)c(C)c2CN2CC(C)OC(C)C2)cc1 (stereo not drawn)	8%	0%	-8%	-4%	-1.0%	-40%	6	714	-2%	-1.3%
O=C(NCc1ccc(F)cc1)c1cnc2sccn2c1=O	-4%	nt	3%	11%	-4.0%	5%	-13	695	nt	-14%
CCOC(=O)c1cc(CC)sc1NC(=O)c1cc([N+](=O)[O-])ccc1N1CCOCC1	4%	-3%	6%	10%	-0.2%	-30%	nt	nt	8%	-6.3%
CN(C)c1nc(-c2cccnc2)nc(-c2ccc(Cl)cc2)c1C#N	-17%	4%	-8%	-3%	1.9%	20%	10	725	0%	-4.0%
O=C(C[n+]1cccc(NC(=O)c2ccccc2)c1)c1ccccc1	-4%	-14%	-1%	9%	0.2%	-2%	-4	686	-6%	2.4%
CCOC(=O)c1ccc(NCCOC)c([N+](=O)[O-])c1	6%	14%	0%	3%	0.1%	0%	9	684	4%	-1.1%
COc1ccc(-c2nn3c(-c4ccc(F)cc4)nnc3s2)cc1	-2%	-8%	9%	-2%	-2.9%	16%	nt	nt	1%	-6.4%
CCc1ccc(-c2cc(C(=O)Nc3ccc(S(=O)(=O)NC(C)=O)cc3)c3ccccc3n2)cc1	-3%	7.8µM*	0%	-6%	-3.2%	-43%	nt	nt	-1%	-8.3%
COC1CCN(C(=O)c2cc(COc3ccc(-n4cncn4)cc3)on2)CC1	4%	nt	-4%	6%	nt	13%	-1	684	nt	nt
CCc1cc(C(=O)N2CCCC(CO)(Cc3ccc(F)cc3)C2)n(C)n1 (stereo not drawn)	8%	nt	-4%	-4%	nt	-45%	-30	747	nt	nt
Cc1c(Cl)cccc1NC(=S)N(Cc1cccnc1)Cc1ccccc1Cl	-18%	-5%	4%	6%	0.4%	6%	3	693	2%	-4.6%
CN1CCC(NC(=S)Nc2cccc([N+](=O)[O-])c2)CC1	-14%	-7%	-1%	3%	-1.5%	27%	-8	694	0%	-5.7%
Cc1cccc(C)c1Nc1nnc(SC(C)C(=O)Nc2c(C)n(C)n(-c3ccccc3)c2=O)s1 (stereo not drawn)	6%	14µM*	4%	20%	-2.7%	6%	-16	639	3%	0.6%
CC(C)CC(C(=O)OCC(=O)c1c(N)n(C)c(=O)n(C)c1=O)N1C(=O)C2CC=CCC2C1=O (stereo not drawn)	-3%	2%	-4%	1%	-11%	7%	6	691	4%	-4.6%
CCOC(=O)C1CCCc2c1[nH]c1c(C(N)=O)cccc21 (stereo not drawn)	-1%	4%	-5%	-6%	-0.8%	-13%	-3	779	3%	-8.1%
O=C1N/C(=N/NC(=O)c2cccc3ccccc23)S/C1=C\c1ccccc1OCc1ccccc1	26%	20%	14%	-10%	-0.9%	17%	nt	nt	-7%	-8.9%
O=c1c2c3nc4ccccc4nc3n(Cc3ccccc3)c2ncn1Cc1ccco1	36%	-35%	22%	0%	1.5%	5%	2	745	19%	-9.9%
O=S1(=O)CCN2C(c3ccc4c(c3)CCCC4)=CSC2=N1	-2%	3%	0%	2%	0.6%	-2%	-2	753	11%	-2.3%
Cc1oc2c(c1C(=O)NCCCC(=O)O)CCCC2	-3%	32%	-9%	-5%	-1.3%	11%	-18	808	4%	-0.3%
O=S(=O)(c1ccc2c(c1)OCCO2)N(Cc1ccc(F)cc1)Cc1nnc(-c2cccs2)o1	0%	10%	2%	-1%	nt	-1%	-2	549	-1%	-11%
CCCc1cc(C(=O)OC)c(NC(=O)c2cc(C)on2)s1	25%	-3%	-3%	-3%	-2.1%	17%	-6	665	2%	-3.9%
COc1ccc(OC)c(/C=C/C(=O)OCC(=O)Nc2ccc3c(c2)OCCO3)c1	12%	-2%	-4%	7%	-3.1%	8%	7	642	13%	-8.8%
COc1cccc(-n2c(=O)c3ccccc3n(CC(=O)NCC3CCCO3)c2=O)c1 (stereo not drawn)	-3%	nt	-3%	3%	nt	-1%	-3	774	nt	nt
CC1CCN(S(=O)(=O)c2ccc3c(c2)N(CC(=O)NCCCN2CCCC(C)C2)C(=O)CS3)CC1 (stereo not drawn)	24%	nt	-15%	-4%	nt	13%	-3	746	nt	nt
COc1ccc(CN(C(=O)c2oc3ccc(F)cc3c2C)C2CCS(=O)(=O)C2)cc1 (stereo not drawn)	3%	nt	-4%	5%	nt	18%	-1	812	nt	nt
CC(C)C(=O)Nc1nc2c(ncn2C2CC(O)C(CO)O2)c(=O)[nH]1 (stereo not drawn)	0%	1%	-3%	1%	-0.7%	-7%	nt	nt	-5%	-1.3%
CCOC(=O)c1cc2c(nc1N)CC(C)(CC)OC2 (stereo not drawn)	12%	-34%	-14%	1%	2.2%	-11%	-1	815	2%	-5.0%
Cc1ccnc(NS(=O)(=O)c2ccc(NC(=O)c3ccc4c(c3)OCCO4)cc2)n1	-5%	4%	-1%	1%	-0.4%	-3%	0	729	4%	-0.7%
Cn1ccnc1SCCNC(=O)C1CCC(=O)N(Cc2ccc(Cl)cc2)C1 (stereo not drawn)	-1%	nt	-4%	0%	nt	-2%	3	724	nt	nt
COCCN(C(=O)c1ccccc1OC1CCN(S(C)(=O)=O)CC1)C(C)C	4%	9%	-9%	5%	1.6%	5%	0	694	1%	0.0%
CCSc1nnc(NC(=O)c2ccc(C)o2)s1	4%	15%	3%	5%	-2.9%	-23%	-11	681	4%	-2.8%
O=C(c1ccco1)N1CCN(S(=O)(=O)c2ccc(Br)cc2)CC1	7%	nt	-6%	10%	nt	16%	15	838	nt	nt
Nc1ccc2nc3c(=O)n(C4CCCCC4)c(=O)[nH]c3nc2c1	44%	8%	5%	4%	nt	-69%	-6	693	11%	nt
Cn1c(=O)c2c(nc(CN3CCN(C(=O)c4ccco4)CC3)n2CCCO)n(C)c1=O	14%	nt	-9%	0%	nt	0%	-4	722	nt	nt
COCc1cc(C)nc2sc(C(=O)Nc3ccccc3Br)c(N)c12	37%	nt	1%	-2%	nt	16%	-3	775	nt	nt
COc1ccc(-c2csc(NC(=S)NC(=O)c3ccco3)n2)cc1Br	6%	nt	-6%	11%	nt	-14%	-16	682	nt	nt
N=c1c(C(=O)NC2CCCCC2)cc2c(=O)n3ccccc3nc2n1Cc1ccccc1	16%	nt	-43%	5%	nt	-6%	-11	654	nt	nt
COC(=O)c1cccc(Cn2nc(C)c([N+](=O)[O-])c2C)c1	11%	2%	3%	4%	0.2%	-2%	3	750	21%	-6.5%
COc1cccc(NC(=O)Cn2c(=O)n(-c3ccccc3)c(=O)c3oc4ccccc4c32)c1	-3%	13%	9%	5%	0.5%	4%	32	305	7%	-1.9%
CCN(CC)S(=O)(=O)c1ccc(NC(=O)c2cc(C(=O)OC)cc([N+](=O)[O-])c2)cc1	0%	8%	-2%	1%	-1.5%	24%	25	682	11%	-4.2%
COc1ccc(C/C(C)=N/Nc2nc(C)cc(=O)[nH]2)cc1	2%	-5%	-3%	2%	-0.8%	8%	19	675	13%	-3.6%
CN(C(=O)COC(=O)/C=C/c1cn(-c2ccccc2)nc1-c1ccc2c(c1)OCCO2)C1CCS(=O)(=O)C1 (stereo not drawn)	49%	-28%	2%	5%	0.6%	37%	24	675	9%	-1.6%
N#C/C(=C\c1ccccc1)c1nc2ncccc2[nH]1	7%	16%	-2%	-2%	-1.7%	-15%	nt	nt	9%	0.1%
c1ccc(-c2nnn(C34CC5CC(CC(C5)C3)C4)n2)cc1	?	-8%	-12%	5%	-1.8%	8%	0	741	-3%	-3.7%
CN1C(C(=O)NCc2ccco2)=CC(c2ccc(F)cc2)=NS1(=O)=O	4%	nt	-8%	1%	nt	-4%	-1	713	nt	nt
CC(C)Sc1nc(SCC(=O)O)c2c3c(sc2n1)COC(C)(C)C3	14%	-4%	0%	-4%	nt	-30%	-43	661	12%	nt
COc1ccc(C(CNC(=O)c2cc(C)on2)N(C)C)cc1 (stereo not drawn)	13%	nt	-10%	2%	nt	-1%	-3	744	nt	nt
C/C(=N/NC(=O)Cn1nc2ccccc2n1)c1ccc(F)cc1	-3%	14%	-6%	-6%	-2.2%	13%	4	813	2%	9.7%
Cn1c(=O)n(C)c2cc(/C=N/NC(N)=S)ccc21	-9%	19%	3%	4%	0.6%	8%	-20	677	8%	-4.9%
Cc1c(Cl)c([N+](=O)[O-])nn1CCCC(=O)Nc1cc(Cl)ccc1Cl	8%	-12%	0%	2%	-1.7%	9%	17	741	3%	-2.5%
NC(=O)C1CCN(C(=O)c2cc3n(n2)C(C(F)(F)F)CC(c2ccco2)N3)CC1 (stereo not drawn)	6%	13%	0%	-6%	nt	16%	-1	668	6%	-12%
Cc1cc(N2CCOCC2)nc(-c2ccc([N+](=O)[O-])cc2)n1	-11%	0%	-10%	-5%	-1.4%	9%	nt	nt	2%	-4.9%
CCN1C(=Nc2ccc(Cl)cc2)SC/C1=C\C(=O)OC	-6%	-4%	-4%	3%	0.3%	-25%	nt	nt	3%	-5.3%
COc1ccc(-n2cnnc2SCC(=O)Nc2cccc(S(N)(=O)=O)c2)cc1	-5%	nt	-4%	-1%	nt	-1%	-13	754	nt	nt
COCc1cc(C)n(CC(=O)NCC2CCCO2)c(=O)c1C#N (stereo not drawn)	0%	nt	-7%	5%	nt	8%	-6	741	nt	nt

Screening results (PubChem)
